Screens (PubChem BioAssay)
Exocytosis inh: lytic granule exocytosis inhibition; TALL-104 LAMP-1 surface exposure, flow cytometry; cells stimulated with thapsigargin and PMA; inhibition, % at 10 µM; 0.66% of 360,000 active; AID 651702;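 active = inhibition above about 55%, limit read from the data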
TRPM1 prom inh: reduces MITF-dependent TRPM1 promoter luciferase signal. SK-MEL-5 TRPM1 promoter luciferase, 24 h. inhibition, % at 12.5 µM. 0.83% of 330,000 active. AID 488899;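 active = mean inhibition across replicates of 60% or more, whatever share of single replicates reaches that level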; note: values of inactives mirror those of a sister screen read the other way
CaV13 ICDI inh: Primary screen for inhibitors of IQ motif and Ca2+-dependent inactivation inhibitor domain binding in CACNA1D, Förster resonance energy transfer in living cells, …. HEK cells, CFP/YFP FRET ICDI-IQ, plate reader, 10 min; percent FRET-ratio fall versus neutral wells. inhibition, % at 12.3 µM. 0.098% of 340,000 active;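 active = mean replicate inhibition of at least 30% and at least 1% of replicates passing that level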;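 note: 0% = median of the neutral control wells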
NR2E3 ag-1: activates human photoreceptor nuclear receptor NR2E3. GST-NR2E3/biotin-RetCOR TR-FRET, 1536-well. 0.12% of 320,000 active. inhibition of corepressor binding, % at 4.78 µM. AID 2300;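 active = percent inhibition above the cutoff of mean plus 3 SD of all tested compounds, set per screening campaign, cut at about 20% in these data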;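 note: 0% = DMSO wells and 100% = biotin wells as full block of FRET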
Target sequence (Q9Y5X4 whole entry, looked up): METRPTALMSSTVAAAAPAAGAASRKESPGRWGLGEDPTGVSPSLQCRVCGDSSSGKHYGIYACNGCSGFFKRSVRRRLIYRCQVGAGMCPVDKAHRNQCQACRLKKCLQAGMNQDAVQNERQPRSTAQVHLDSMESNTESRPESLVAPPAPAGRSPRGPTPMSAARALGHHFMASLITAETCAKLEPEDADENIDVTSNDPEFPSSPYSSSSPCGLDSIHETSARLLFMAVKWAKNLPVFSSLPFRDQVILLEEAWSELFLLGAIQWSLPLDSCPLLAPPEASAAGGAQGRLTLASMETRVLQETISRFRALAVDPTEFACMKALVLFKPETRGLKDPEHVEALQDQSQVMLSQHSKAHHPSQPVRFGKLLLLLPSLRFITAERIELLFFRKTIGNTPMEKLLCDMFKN
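Format: 1536-well format; test system: GST-NR2E3 and biotin-RetCOR proteins; read-out basis: percent inhibition of TR-FRET ratio; timing: 5 h incubation at 4 °C; detection: time-resolved FRET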
HIF-2a block: blocks HIF-2a reporter activity. 786-0 RCC cells HIF-2a reporter, luciferase luminescence, overnight. inhibition, % at 18.8 µM. 0.72% of 360,000 active;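 active = inhibition of the luminescence signal of 40% or more relative to plate controls, in a single-dose primary screen at 18.75 µM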
iPSC survival up: enhancers of human iPSC single-cell survival | hiPSC single-cell survival, ATPlite luminescence; 100% = ROCK inhibitor wells, 0% = DMSO | survival enhancement, % at 20 µM | 0.044% of 360,000 active | AID 602274; in the data active = survival enhancement above about 18%;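 note: cells exposed to compounds for 16 hours before the ATP read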
NR2E3 ag-2: agonists of human NR2E3 nuclear receptor; Q9Y5X4; CHO-S Gal4-NCOR/VP16-NR2E3 two-hybrid, luciferase; inhibition of corepressor binding, % at 3.98 µM; 0.35% of 360,000 active; AID 602229;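 active = inhibition above the mean of all tested compounds plus 3 SD, cut at about 70% in these data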;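 note: 0% = DMSO with NR2E3 transfected cells and 100% = cells lacking NR2E3 construct; higher means lower luciferase signal from less NR2E3 corepressor binding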
Peg3 promoter: reduces Peg3 promoter-driven luciferase expression in HeLa | inhibition, % at 20 µM | HeLa PEG-Prom luciferase reporter, luminescence, overnight | 1.7% of 360,000 active;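 active = inhibition of at least 50% at 20 µM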
PDI turbidity: inhibitors of human protein disulfide isomerase. AID 588391. inhibition, % at 10 µM. PDI insulin aggregation turbidity, A650, 90 min. 0.052% of 350,000 active. P07237;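 active = mean inhibition across replicates of 30% or more, whatever share of single replicates reach that level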;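 note: absorbance from insulin aggregation driven by PDI reduction with DTT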
Vif inh: blocks HIV Vif function. 0.35% of 340,000 active. inhibition, % at 7.49 µM. AID 602346. HEK293T cells, Vif self-association by quenched fluorescence, imaging, 24 h; in the data active = inhibition above about 50%, passing the limit was not always enough; note: some results filed as inactive read as strong as hits
aDG glyco act: increases alpha dystroglycan glycosylation | Pro5-aDG cells, alpha-DG glycosylation AlphaScreen (IIH6); 0% Pro5, 100% B10-LARGE cell signal | activation, % at 10 µM | 0.22% of 360,000 active | AID 624168;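 active = activation of at least 8% versus controls, or a plate z-score of at least 8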;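 note: Pro5 are CHO cells carrying HIG-tagged alpha-DG that lacks glycosylation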
* hit, by the source's call; . = no result given.

Values run as follows: Exocytosis inh, TRPM1 prom inh, CaV13 ICDI inh, NR2E3 ag-1, HIF-2a block, iPSC survival up, NR2E3 ag-2, Peg3 promoter, PDI turbidity, Vif inh, aDG glyco act
O=C(CSc1nc(O)cc(=O)n1-c1ccccc1)c1ccc(Br)cc1
    1.7, -1.4, -2.6, 0.8, -42.2, -0.7, 9.8, -11.4, 5.1, -4.6, -0.1
COc1ccc(C)cc1S(=O)(=O)N(C)CC(=O)Nc1ccc2c(c1)OCCO2
    -2.8, -1.1, -7.4, -0.7, 6.9, 1.3, 13.8, 18.9, -4.8, -2.4, 0.0
Cc1cccc(/C=N/n2c(C3CCCCC3)n[nH]c2=S)c1
    -2.2, -2.3, ., 1.1, -2.5, 0.2, -0.3, 13.6, 3.3, 4.8, -0.1
COc1cc(N2C(=O)CSC23C(=O)Nc2ccccc23)cc(OC)c1OC (stereo unspecified)
    -1.6, 9.0, -5.0, 1.1, 16.3, 0.2, -16.8, -0.1, 3.2, -1.8, -0.3
N#Cc1c(-c2ccncc2)c2c([nH]c1=S)CCCC2
    11.8, -7.0, -1.9, 3.5, 10.0, -0.5, -6.5, 6.5, -7.0, -3.2, 0.0
CC1(C)CC(=O)C=C(NCCCNC2CCCCC2)C1
    -1.7, 10.1, -4.2, 0.3, 12.2, -1.1, -1.3, 8.5, -3.2, -5.6, 0.0
CC1(C(=O)NC2CCCC2)CCC(=O)N1CCc1c[nH]c2ccccc12 (stereo unspecified)
    -6.1, ., -9.3, ., 10.6, 0.7, 13.6, 4.7, ., ., -0.3
CCC1CCCCN1Cc1ccc(N)cc1 (stereo unspecified)
    1.9, 3.6, -4.9, 1.1, 8.2, 0.6, -14.3, 6.8, 1.6, -1.2, -0.2
Cc1ccc(C(C)C)c(OCc2nc(-c3nonc3N)no2)c1
    1.5, -68.3, -5.8, 3.0, -268.5, -2.7, -88.9, -234.5, 0.7, -3.1, -0.2
NC(=O)CCC(=O)N1CCCC(C(=O)c2ccc(C(F)(F)F)cc2)C1 (stereo unspecified)
    -10.3, 4.9, -21.8, 0.0, 16.0, -0.5, 2.2, 5.3, -3.0, 9.6, 0.0
Cc1cc(C)c(S(=O)(=O)N2CCCOC2CNC(=O)C(=O)NCc2ccncc2)c(C)c1 (stereo unspecified)
    -2.0, 0.6, -3.5, -1.1, 15.5, 0.6, -7.5, -3.9, 1.5, -3.0, 0.0
CN(C)c1cc(N)c2ccccc2n1 (tested in a mixture with another compound)
    -2.6, 6.5, -3.4, 2.7, 3.1, 4.8, 8.3, 20.5, 1.2, 7.9, 0.0
c1ccc(CNc2nc(NCCc3ccncc3)c3sccc3n2)cc1
    18.0, ., -4.6, ., 1.7, -2.1, 81.2*, 53.8*, -7.3, 10.2, 0.5
COc1ccccc1NC(=O)N1CCN(C(=O)Nc2ccccc2OC)CC1
    -2.2, 16.2, -4.9, 0.5, 11.5, -0.1, -5.2, 6.3, 2.7, -4.3, 0.0
Cc1cccc(Nc2c(-c3ccc(N4CCOCC4)cc3)nc3ncccn23)c1
    8.0, ., -7.5, 0.1, -51.8, -1.1, -36.5, -48.2, -4.0, 2.2, 0.0
CCOC(=O)CNC(=O)C1(/C=C/c2ccccc2)CC(=O)N1c1ccc(OC)cc1 (stereo unspecified)
    8.7, -7.2, -15.2, 1.3, 10.0, 0.4, -25.0, 11.9, 7.0, -8.2, 0.1
O=C(Nc1cc(N2CCCCC2)ncn1)c1ccc(F)cc1
    -2.2, -4.4, 4.5, 2.3, -82.5, -1.0, -42.2, -63.0, -1.8, -2.6, 0.0
CCOC(=O)c1c(NC(=O)Cn2nnc(-c3ccccc3Cl)n2)sc(C)c1C
    -0.4, 14.1, 0.0, -1.0, 19.5, 4.4, 8.7, 11.2, -14.1, 17.7, 0.0
CCOc1ccc(NC(=O)CN2CCN(CC(=O)Nc3ccc(OC)cc3)CC2)cc1
    0.8, -1.0, -10.5, 1.0, 9.1, -2.1, -3.6, 8.5, -5.8, -0.6, 0.0
CS(=O)(=O)c1ccc(N2CCN(S(=O)(=O)c3cccs3)CC2)c([N+](=O)[O-])c1
    -0.4, 1.5, -7.3, 3.2, -2.4, -0.6, -4.0, 11.6, 5.0, 1.8, -0.3
CCC(=O)Nc1nnc(S(=O)(=O)N(CC)c2ccc(OC)cc2)s1
    -2.3, 5.3, -17.7, 0.7, 10.2, 0.7, 6.9, 9.9, 15.9, 1.4, -0.1
O=C(COC(=O)CCCNC(=O)c1ccc(Cl)cc1)Nc1cc(Cl)c(Cl)cc1Cl
    9.5, 1.3, -4.9, -0.1, 18.8, 0.1, -11.0, 6.0, -3.8, -3.7, -0.1

As a working copy, 2 of the compounds above:
Values run as follows: Exocytosis inh, TRPM1 prom inh, CaV13 ICDI inh, NR2E3 ag-1, HIF-2a block, iPSC survival up, NR2E3 ag-2, Peg3 promoter, PDI turbidity, Vif inh, aDG glyco act
O=C(CSc1nc(O)cc(=O)n1-c1ccccc1)c1ccc(Br)cc1
    1.7, -1.4, -2.6, 0.8, -42.2, -0.7, 9.8, -11.4, 5.1, -4.6, -0.1
COc1ccc(C)cc1S(=O)(=O)N(C)CC(=O)Nc1ccc2c(c1)OCCO2
    -2.8, -1.1, -7.4, -0.7, 6.9, 1.3, 13.8, 18.9, -4.8, -2.4, 0.0

Filtered by structure: the compounds so far containing a Cl atom (two)
Values run as follows: Exocytosis inh, TRPM1 prom inh, CaV13 ICDI inh, NR2E3 ag-1, HIF-2a block, iPSC survival up, NR2E3 ag-2, Peg3 promoter, PDI turbidity, Vif inh, aDG glyco act
CCOC(=O)c1c(NC(=O)Cn2nnc(-c3ccccc3Cl)n2)sc(C)c1C
    -0.4, 14.1, 0.0, -1.0, 19.5, 4.4, 8.7, 11.2, -14.1, 17.7, 0.0
O=C(COC(=O)CCCNC(=O)c1ccc(Cl)cc1)Nc1cc(Cl)c(Cl)cc1Cl
    9.5, 1.3, -4.9, -0.1, 18.8, 0.1, -11.0, 6.0, -3.8, -3.7, -0.1

Of the compounds above, two contain fluorine:
Values run as follows: Exocytosis inh, TRPM1 prom inh, CaV13 ICDI inh, NR2E3 ag-1, HIF-2a block, iPSC survival up, NR2E3 ag-2, Peg3 promoter, PDI turbidity, Vif inh, aDG glyco act
NC(=O)CCC(=O)N1CCCC(C(=O)c2ccc(C(F)(F)F)cc2)C1 (stereo unspecified)
    -10.3, 4.9, -21.8, 0.0, 16.0, -0.5, 2.2, 5.3, -3.0, 9.6, 0.0
O=C(Nc1cc(N2CCCCC2)ncn1)c1ccc(F)cc1
    -2.2, -4.4, 4.5, 2.3, -82.5, -1.0, -42.2, -63.0, -1.8, -2.6, 0.0
